Source: PubChem (National Center for Advancing Translational Sciences (NCATS))
mIDH1 inhibitor – inhibitors of human mutant IDH1 R132H | O75874 | IDH1-R132H enzyme, NADPH consumption, diaphorase/resazurin fluorescence | Potency, µM (top dose mostly 76.6 µM), for inactives: at the highest dose activity change, negative = inhibition, hits mostly inhibitors | 390,000 compounds, 0.093% hits | AID 602179; also: potency is read from the fitted curve at half-maximal effect; % is scaled to controls: 0 for no effect and ±100 for the full control effect; nearly all actives have a fitted effect of over 65% in size
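IDH1-R132H (0.5 ug/mL dispensed) in pH 7.5 Tris buffer was preincubated 30 min with compound, then given a substrate mix of 0.016 mM NADPH and 2 mM alpha-KG for 80 min at room temperature; remaining NADPH was read by diaphorase/resazurin fluorescence.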
RXFP1 agonist – agonists of human relaxin receptor RXFP1; 370,000 compounds, 0.3% hits; HEK293T-RXFP1 cAMP TR-FRET, 30 min; response scale: percent of porcine relaxin response, buffer zero; Potency, µM (top dose mostly 57.5 µM), for inactives: at the highest dose activation, most hits filed as activators; also: potency is read from the fitted curve at half-maximal effect; % is scaled to controls: 0 for no effect and ±100 for the full control effect; nearly all actives have a fitted effect of over 60% in size; many of its hits are not listed in these tables
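cAMP rise read by TR-FRET after 30 min, 37C compound exposure (up to 58 uM) in RXFP1-transfected HEK293 cells with Ro 20174 present. EC50 from Hill-equation fits, with 29 nM porcine relaxin as 100% and buffer as basal.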
TrxR1 substrate – substrates of rat thioredoxin reductase 1 | O89049 | purified TrxR1 substrate turnover, NADPH consumption readout | Potency, µM (titrated, usually from 114 µM), without a hit: at the top dose activity change, negative = substrate turnover | 390,000 compounds, 0.01% hits | AID 588456; also: potency is read from the fitted curve at half-maximal effect; % is scaled to controls: 0 for no effect and ±100 for the full control effect; nearly all actives have a fitted effect of over 50% in size
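Rat TrxR1, dispensed at 90 nM, was prereduced with 400 uM NADPH (final) for 5 min at ~22 deg C, then incubated with compound 15 min before 400 uM selenite. A first-read NADPH fluorescence drop versus no-compound background flagged substrates.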
Vif-APOBEC3G blk – Vif-A3G binding inhibition; HeLa A3G-eYFP + Vif (tagged APOBEC3G with the HIV-1 protein that degrades it), YFP fluorescence, overnight; 410,000 compounds, 0.076% hits; Q9HC16; Potency, µM (titrated, usually from 46.1 µM), inactives show at the top dose activity, negative = active, actives largely listed as inhibitors;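 also: potency is read from the fitted curve at half-maximal effect; % is scaled to controls: 0 for no effect and ±100 for the full control effect; nearly all actives have a fitted effect of over 60% in size; hits raise eYFP signal because A3G escapes Vif-driven loss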
Target sequence (Q9HC16 whole entry, looked up): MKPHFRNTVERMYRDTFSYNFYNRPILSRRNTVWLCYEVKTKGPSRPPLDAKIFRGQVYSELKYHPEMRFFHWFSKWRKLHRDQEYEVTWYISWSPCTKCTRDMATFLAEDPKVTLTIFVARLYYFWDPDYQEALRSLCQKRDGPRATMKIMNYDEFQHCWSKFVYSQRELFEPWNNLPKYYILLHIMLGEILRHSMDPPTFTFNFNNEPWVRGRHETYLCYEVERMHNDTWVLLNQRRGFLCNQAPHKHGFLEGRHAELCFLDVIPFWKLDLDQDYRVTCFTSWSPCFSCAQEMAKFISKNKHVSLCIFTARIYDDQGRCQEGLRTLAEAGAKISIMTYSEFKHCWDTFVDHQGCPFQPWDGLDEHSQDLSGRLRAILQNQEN
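HeLa cells stably expressing Vif and C-terminally eYFP-tagged A3G, seeded overnight at 37 deg C, then exposed to compound by pintool overnight at 37 deg C. Rise in yellow fluorescence (Ex 488/Em 500-530, Acumen) marks blocked Vif-driven A3G degradation.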
USP1 inh – USP1/UAF1 (human) deubiquitinase inhibition; O94782; recombinant USP1/UAF1, Ub-Rhodamine cleavage fluorescence; Potency, µM (titrated, usually from 57.1 µM), without a hit: at the highest dose activity change, negative = inhibition, hits mostly inhibitors; 390,000 compounds, 0.23% hits; also: potency is read from the fitted curve at half-maximal effect; % is scaled to controls: 0 for no effect and ±100 for the full control effect; nearly all actives have a fitted effect of over 60% in size; inactives centre near -12
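High-throughput fluorogenic screen: 1nM USP1/UAF1 complex, Ub-Rho substrate 150nM final, 50mM HEPES pH 7.8 with 0.5mM EDTA, 0.1 mg/ml BSA, 1mM TCEP and 0.01% Tween-20.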
GRP78 ERSR act – inducers of ER stress response in human glioma cells; U87-MG GRP78 promoter luciferase reporter, 16 h; Potency, µM, for the others: at the top dose activation, hits mostly activators; 420,000 compounds, 0.02% hits; also: potency is read from the fitted curve at half-maximal effect; series mostly up to about 76 µM; % of control where 0% means no effect; nearly all actives have a fitted effect of over 35% in size
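ERSR induction read as luciferase luminescence (Bright-Glo, 10 min at room temperature) in stably transfected human U87-MG glioma cells exposed to compounds for 16 h, using GRP78 as sensor.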
LDHA block – inhibitors of human lactate dehydrogenase A | purified LDHA, NADH/diaphorase-resazurin fluorescence; hits give low values | 480,000 compounds, 0.15% hits | AID 1347041 | P00338 | activity change, % (values are at about 110 or 230 µM); in the data active = activity change below about -30%; inconclusive = mostly about -25% to -30%;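 also: plate controls were DMSO wells for no effect and wells without enzyme for full effect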
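Resorufin fluorescence (ex540/em590), read at 0 and 20 min after diaphorase/resazurin addition, reports the NADH left after a 5 min room-temperature reaction of 2 nM human LDH5 with 0.06 mM NADH and 0.2 mM pyruvate.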
Vif-APOBEC3F blk – blocks the Vif interaction with APOBEC3F; Potency, µM (series often up to 46.1 µM), for inactives: at the highest dose activity, negative = active; 390,000 compounds, 0.2% hits; AID 602313; HeLa A3F-eYFP + Vif (tagged APOBEC3F with the HIV-1 protein that degrades it), YFP fluorescence increase; also: potency is read from the fitted curve at half-maximal effect; % of control where 0% means no effect; nearly all actives have a fitted effect of over 65% in size
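Fluorescence increase (Ex 488/Em 500-530) after overnight compound treatment at 37 deg C flags inhibition of Vif-driven A3F-eYFP loss in stable HeLa A3F-eYFP/Vif cells seeded overnight beforehand.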
PI4K2A block – PI4K2A (human) kinase inhibition; Q9BTU6; purified PI4K2A, ADP-Glo luminescence, 1 h; hits give low values; activity change, negative = inhibition, % at 76.9 µM; 420,000 compounds, 0.13% hits; AID 1346378; in the data active = activity change below about -50%; inconclusive = mostly about -30% to -49%;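 also: -100% = wells without enzyme as full effect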
Target sequence (Q9BTU6 whole entry, looked up): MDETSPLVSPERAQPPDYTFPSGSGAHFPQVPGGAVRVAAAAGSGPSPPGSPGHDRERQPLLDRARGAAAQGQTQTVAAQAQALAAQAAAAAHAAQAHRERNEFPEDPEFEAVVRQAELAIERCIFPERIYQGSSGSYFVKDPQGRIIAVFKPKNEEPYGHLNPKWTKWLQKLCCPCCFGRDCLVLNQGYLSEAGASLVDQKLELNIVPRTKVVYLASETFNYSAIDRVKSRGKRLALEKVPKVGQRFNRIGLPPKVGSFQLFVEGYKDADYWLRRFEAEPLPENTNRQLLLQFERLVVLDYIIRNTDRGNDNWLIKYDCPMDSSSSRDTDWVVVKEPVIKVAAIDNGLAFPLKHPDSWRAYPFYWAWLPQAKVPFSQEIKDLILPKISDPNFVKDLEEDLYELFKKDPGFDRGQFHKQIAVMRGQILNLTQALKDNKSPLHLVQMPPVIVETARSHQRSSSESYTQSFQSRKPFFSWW
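In this quantitative HTS, ADP production by PI4K2A was quantified luminescently after 1 h at ambient temperature; 100 microM adenosine served as plate-quality control.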
An asterisk follows results filed as active; ? = inconclusive; · = no result given; [ ] = remark or other dose. Unless noted, calls follow the shape of the dose curve; as a rule, active = well fitted curve in the direction sought with a large enough effect; inconclusive = small, poorly fitted or top-dose-only effect, or another doubt; inactive = no such curve, though single readings can be large; an effect the other way counts as inactive or inconclusive. A portion of the library, so the mix of outcomes need not match the whole.

no.	molecule	TrxR1 substrate	Vif-APOBEC3F blk	Vif-APOBEC3G blk	GRP78 ERSR act	USP1 inh	RXFP1 agonist	PI4K2A block	mIDH1 inhibitor	LDHA block
1	COc1ccc(NC(=O)C(=O)c2cc(C)n(-c3ccc(C)cc3)c2C)cc1Cl	-4%	-6%	5%	0%	-1%	-3.2%	-3	-22%	-3
2	CC(C)CC(c1nnnn1CC1CCCO1)N1CCN(c2cccc(Cl)c2)CC1 (stereo not drawn)	-6%	-1%	0%	-4%	-19%	-0.4%	-4	2%	-3
3	Cc1ccccc1NC(=O)CSCCO	2%	-1%	3%	-3%	-23%	1.9%	-1	0%	-1
4	Cc1ccc(S(=O)(=O)N(C)Cc2ccccc2)cc1C(=O)N1CCCCC1	7%	-18%	1%	-6%	-7%	-0.5%	-3	7%	-7
5	Cn1c(SCC(=O)O)nnc1-c1ccc(NC(=O)c2ccc(Cl)c(Cl)c2)cc1	-7%	-1%	2%	3%	-1%	-1.3%	3	-2%	-15
6	O=C(O)C1CSCN1S(=O)(=O)c1cccc2nsnc12 (stereo not drawn)	-5%	3%	1%	-4%	-18%	0.3%	1	4%	8
7	Cc1ccc(S(=O)(=O)NCC(=O)OCC(=O)NC(=O)c2cccn2C)cc1	10%[57.1 µM]	-3%	1%	-4%	-10%	0.4%	0	10%	4
8	CCOC(=O)c1ccc(-n2c(=S)sc3c(=O)[nH]c(C)nc32)cc1	-5%	-6%	0%	1%	-17%	1.2%	-6	2%	-7
9	N#Cc1cc2c(nc1SCC(O)CS(=O)(=O)Cc1ccc(Cl)cc1)CCCC2 (stereo not drawn)	3%	0%	-1%	-3%	-4%	-0.1%	-1	4%	0
10	O=C(CSc1ccccc1F)NCC(c1cccs1)N1CCOCC1 (stereo not drawn)	1%	1%	1%	2%	-13%	·	-2	-5%	-12
11	Cc1nc2sc(C(c3ccco3)N3CCc4ccccc4C3)c(O)n2n1 (stereo not drawn)	14%[57.1 µM]	1%	1%	-3%	-21%	·	1	5%	4
12	Cc1ccc(NC(=S)Nc2ccc3nc(-c4ccccn4)c(-c4ccccn4)nc3c2)cc1C	-11%	?	-2%	-3%	-26%	5.7%	3	10%	35
13	CCc1n[nH]c(=O)c2cc3cc(OC)ccc3n12	8%[57.1 µM]	-21%	1%	-4%	-8%	6.0%	-4	-6%	-4
14	CCCNC(=S)N1CCC(NC(=O)c2ccc(OC)cc2)CC1	-1%	-4%	-4%	-3%	-5%	0.2%	3	7%	-3
15	COCCCNC(=O)c1c(N)n(/N=C/c2cccs2)c2nc3ccccc3nc12	101%[activator]	0%	-3%	-3%	-8%	-0.4%	-1	-6%	-10
16	COc1ccc(CCC(=O)NCc2nc3cccnc3n2Cc2ccc(C)cc2)cc1	-3%[57.1 µM]	·	·	·	-8%	1.1%	0	·	-5
17	CCOC(=O)c1nc(N)c(C(=O)OCC)[nH]1	22%[57.1 µM]	6%	-5%	-6%	-16%	1.9%	-3	-2%	-2
18	O=C(NCc1ccc(F)cc1)c1ccc2c(c1)nnn2C1CCCC1	2%[57.1 µM]	1%	1%	-1%	-10%	-0.8%	-2	-15%	0
19	CCCOC(=O)C(C)n1cnc2scc(-c3ccc(C)cc3)c2c1=O (stereo not drawn)	24%	-12%	-12%	1%	-25%	1.3%	-14	18%	5
20	COc1ccc(C(c2c(C)n(C)n(-c3ccccc3)c2=O)c2c(C)n(C)n(-c3ccccc3)c2=O)c(OC)c1OC	-6%[57.1 µM]	-9%	0%	-4%	-18%	-0.6%	-1	0%	3
21	Cc1ccc(C)c(N2CCN(S(=O)(=O)c3cc(Br)cc4c3N(C(=O)C3CC3)CC4)CC2)c1	0%	-1%	1%	-1%	?	-0.3%	3	5%	3
22	CC(NC(=O)c1ccc(Br)cc1)C(=O)NC1=NCCS1 (stereo not drawn)	-11%	0%	-9%	0%	-15%	-2.9%	0	-1%	-1
23	Cc1ccc(CN2CCSc3sccc3C2=O)cc1	-3%	1%	0%	-3%	5%	1.9%	2	9%	4
24	CCN1CCN(C(c2ccc(F)cc2)c2nnnn2Cc2ccc3c(c2)OCO3)CC1 (stereo not drawn)	6%[57.1 µM]	-1%	3%	-3%	-3%	-1.1%	-4	-2%	-6
25	COc1ccc(Cl)cc1NS(=O)(=O)c1ccc(S(=O)(=O)N2CCCC2)cc1	-7%[57.1 µM]	0%	-6%	-1%	-6%	0.0%	5	2%	-2

no.	molecule	TrxR1 substrate	Vif-APOBEC3F blk	Vif-APOBEC3G blk	GRP78 ERSR act	USP1 inh	RXFP1 agonist	PI4K2A block	mIDH1 inhibitor	LDHA block
26	CC(C)(C)NC(=O)/C=C/c1cccs1	-4%	13%	-6%	4%	-23%	2.8%	-5	1%	-1
27	Cc1ccc(CN2C(=O)CSC(C)C2=O)cc1 (stereo not drawn)	3%	12%	0%	-3%	-24%	-0.3%	2	-8%	-6
28	CCn1cc(C(=O)N2CCN(c3ccc(F)cc3)CC2)c2cc(OC)c(OC)cc2c1=O	1%	-10%	-1%	-1%	-6%	3.5%	-2	0%	-10
29	COc1cc(-c2nc(C)c(C(C)=O)n2O)ccc1OCC(=O)Nc1ccc(F)cc1	-6%	3%	2%	-2%	-7%	1.1%	9	-4%	-4
30	CC(C)c1ccc(NS(=O)(=O)c2ccc3[nH]cc(C(=O)N4CCC(C(N)=O)CC4)c(=O)c3c2)cc1	3%	-7%	2%	0%	-27%	1.4%	-5	5%	-6
31	c1ccc(-c2ccc3nncn3c2)cc1	·	·	-1%	0%	·	·	-3	·	-4
32	O=C(CCN1C(=O)c2ccccc2C1=O)CN1CCOCC1	13%[57.1 µM]	-7%	1%	1%	-13%	8.0%	2	-15%	-11
33	O=C(c1cc2sccc2n1Cc1ccccc1)N1CCN(c2nc3ccccc3s2)CC1	0%	-7%	3%	-4%	-16%	2.3%	-1	8%	2
34	O=S(=O)(NC1CCCC1)c1ccc(S(=O)(=O)N(Cc2cccs2)CC2CCCO2)cc1 (stereo not drawn)	-1%[57.1 µM]	1%	0%	-4%	-6%	-0.1%	9	2%	-2
35	O=C(COc1cccc2c1CCNC2=O)Nc1cccc(C(F)(F)F)c1	-2%	0%	1%	13%	-23%	0.3%	3	8%	-2
36	C[C@@H]1CN([C@@H](C)CO)C(=O)CCCn2nncc2CO[C@H]1CN(C)C(=O)C1CCCCC1	·	-3%	0%	-2%	-16%	·	2	16%	-4
37	CCC1=Nc2cc(C(=O)NCCCN3CCOCC3)ccc2Sc2ccc(Br)cc21	2%	5%	5%	-3%	-29%	3.2%	-2	3%	0
38	CN(C(=O)CSc1nc2ccc(Cl)cc2[nH]1)C1CCS(=O)(=O)C1 (stereo not drawn)	-2%	2%	-1%	-3%	-9%	·	2	-3%	0
39	COC(=O)c1ccc(/C=N/NC(=O)C(=O)N2CCCCCC2)cc1	1%	-1%	-2%	-4%	-24%	-0.2%	-2	-4%	-4
40	Cc1cc(Br)ccc1OCc1nc(-c2cccnc2)no1	4%	2%	1%	-6%	-3%	0.1%	-5	4%	1
41	CC(=O)c1ccc(N2CCN(c3ncccn3)CC2)c([N+](=O)[O-])c1	-6%	-3%	0%	3%	-11%	-2.2%	2	7%	-5
42	CCOC(=O)c1ccc(NC(=O)CCc2ccc(CC)o2)cc1	8%	-8%	0%	-1%	-11%	3.0%	3	6%	-1
43	CCCCN=C1CC(C)(C)CC(=O)/C1=C(/O)CCC	5%[57.1 µM]	13%	-1%	-3%	-17%	-2.2%	-3	6%	-4
44	c1csc(CSc2nnc3sc4ccccc4n23)c1	-7%[57.1 µM]	3%	-8%	-3%	-23%	2.5%	-6	12%	-3
45	COc1ccc(/C=C(\C#N)c2nc3ccccc3n2C)c(OC)c1	-7%	-5%	-13%	5%	0%	-3.3%	1	0%	-4
46	CCOC(=O)C1=C(CC)Nc2ccccc2N/C1=N\S(=O)(=O)c1cc(Br)ccc1Br	0%[57.1 µM]	-3%	6%	-2%	?	-0.9%	-2	-14%	-11
47	O=C(Cc1cccc(F)c1F)NC1CCCN(Cc2ccc(Cl)cc2)C1 (stereo not drawn)	-1%	1%	1%	1%	-11%	0.7%	1	-5%	-2
48	CCOC(=O)c1cccc(NC(=O)c2cc3cc4ccc(C)cc4nc3o2)c1	10%	-5%	1%	-1%	-15%	4.7%	0	11%	0

Some of the entries so far, screen by screen.
#29 COc1cc(-c2nc(C)c(C(C)=O)n2O)ccc1OCC(=O)Nc1ccc(F)cc1
#30 CC(C)c1ccc(NS(=O)(=O)c2ccc3[nH]cc(C(=O)N4CCC(C(N)=O)CC4)c(=O)c3c2)cc1

Assay by compound	29	30
TrxR1 substrate	-6%	3%
Vif-APOBEC3F blk	3%	-7%
Vif-APOBEC3G blk	2%	2%
GRP78 ERSR act	-2%	0%
USP1 inh	-7%	-27%
RXFP1 agonist	1.1%	1.4%
PI4K2A block	9	-5
mIDH1 inhibitor	-4%	5%
LDHA block	-4	-6
